# Bioassay records from PubChem.
# HTR2A ag – mouse Htr2a agonists via beta-arrestin recruitment, primary screen, cell-based, luminescence; 5-hydroxytryptamine receptor 2A (Mus musculus), P35363; CHO-K1 mHTR2A beta-arrestin complementation; percent of 30 µM serotonin response; activation, % at 7.6 µM; 360,000 tested, 0.66% active; AID 624169, 2012;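 active = activation above a run cutoff, the mean activation of all tested compounds plus 3 SD, cut at about 14% in these data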;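 note: 0% = plate median of compound wells and 100% = 30 µM serotonin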
# aDG glyco up – activators of alpha-DG glycosylation, primary screen, uHTS, Pro5-aDG cells, AlphaScreen. alpha-DG glycosylation AlphaScreen (IIH6); 0% Pro5, 100% B10-LARGE cell signal. 360,000 tested, 0.22% active. activation, % at 10 µM;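 active = activation of at least 8% versus controls, or a plate z-score of at least 8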;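 note: Pro5 are CHO cells carrying HIG-tagged alpha-DG that lacks glycosylation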
# iPSC survival up – enhancers of single-cell hiPSC survival, primary screen, ATPlite luminescence; 100% = ROCK inhibitor wells, 0% = DMSO; survival enhancement, % at 20 µM; 360,000 tested, 0.044% active; AID 602274, 2012; in the data active = survival enhancement above about 18%;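 note: cells exposed to compounds for 16 hours before the ATP read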
# MC4R barr agon – MC4R agonists recruiting beta-arrestin, primary screen, cell-based, luminescence, agonist arm of biased-ligand search. U2OS MC4R beta-arrestin complementation; percent of melanotan II response, DMSO zero. AID 540308, 2011. 360,000 tested, 0.98% active. activation, % at 8.9 µM. Melanocortin receptor 4 (Homo sapiens), P32245;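 active = activation above a per-plate cutoff, the mean activation of sample wells on that plate plus 3 SD, cut at about 8% in these data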
# Exocytosis inh – LAMP-1 surface exposure blockers, TALL-104 cells – cell-based, flow cytometry, MLPCN library, primary screen; TALL-104 LAMP-1 surface exposure; cells stimulated with thapsigargin and PMA; inhibition, % at 10 µM; 360,000 tested, 0.66% active;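 active = inhibition above about 55%, limit read from the data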
# MC4R antagonist – MC4R antagonists of cAMP signaling, primary screen, cell-based, TR-FRET, antagonist arm of biased-ligand search; inhibition, % at 6.5 µM; 360,000 tested, 0.48% active; AID 540295, 2011; Melanocortin receptor 4 (Homo sapiens), P32245; MC4R-expressing cells, MTII-stimulated cAMP, LANCE TR-FRET;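 active = inhibition above its plate's cutoff, the mean of tested wells on that plate plus 3 SD, cut at about 29% in these data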;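 note: 0% = Melanotan II alone and 100% = Melanotan II plus saturating MCL0020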
#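 Assay system: U2OS-MC4R stable cell line; Also added: Melanotan II; Technique: Eu-cAMP/anti-cAMP TR-FRET, emission 671 nm; Times: 30-min compound, 1-h challenge, 1-h detection, room temperature.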
# ABCB6 inh 2 – ABCB6 transporter inhibitors, primary screen, K562-ABCB6 cells, flow cytometry, MLPCN library | K562-ABCB6 porphyrin accumulation, 1 h; stronger effect = lower value | 360,000 tested, 0.19% active | AID 602162, 2011 | ATP-binding cassette sub-family B member 6 (Homo sapiens), Q9NP58 | fluorescence ratio to DMSO, % at 10 µM;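 active = fluorescence ratio to DMSO below 75%, the collection mean minus 3 SD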;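 note: signal is porphyrin accumulated inside mitochondria; 100% equals median channel fluorescence of DMSO control wells; lower ratio means ABCB6 inhibition with less porphyrin fluorescence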
# Target sequence (Q9NP58 whole entry, looked up): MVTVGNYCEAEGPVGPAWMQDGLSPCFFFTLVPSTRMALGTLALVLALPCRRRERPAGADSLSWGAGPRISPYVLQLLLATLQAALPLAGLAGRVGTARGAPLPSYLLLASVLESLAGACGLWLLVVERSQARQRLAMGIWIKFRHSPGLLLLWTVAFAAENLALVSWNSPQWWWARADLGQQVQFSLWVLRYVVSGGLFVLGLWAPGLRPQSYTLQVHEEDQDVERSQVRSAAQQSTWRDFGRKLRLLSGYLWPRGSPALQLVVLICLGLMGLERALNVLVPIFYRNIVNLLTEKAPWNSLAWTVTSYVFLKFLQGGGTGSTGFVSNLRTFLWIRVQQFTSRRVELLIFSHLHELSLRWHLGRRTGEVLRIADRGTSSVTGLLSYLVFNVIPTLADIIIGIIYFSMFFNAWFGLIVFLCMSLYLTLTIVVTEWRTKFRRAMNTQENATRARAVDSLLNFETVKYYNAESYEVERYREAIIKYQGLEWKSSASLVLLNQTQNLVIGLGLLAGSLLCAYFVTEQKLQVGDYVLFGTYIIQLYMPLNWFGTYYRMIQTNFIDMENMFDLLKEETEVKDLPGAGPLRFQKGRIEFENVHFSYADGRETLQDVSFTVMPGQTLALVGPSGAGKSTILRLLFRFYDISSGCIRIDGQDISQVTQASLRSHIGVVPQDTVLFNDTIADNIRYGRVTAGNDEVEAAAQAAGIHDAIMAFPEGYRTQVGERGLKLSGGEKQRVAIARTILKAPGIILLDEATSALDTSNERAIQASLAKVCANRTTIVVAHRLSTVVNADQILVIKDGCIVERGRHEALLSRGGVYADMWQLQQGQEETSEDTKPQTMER
# ABHD5-PLIN5 inh – ABHD5-PLIN5 interaction inhibitors, primary screen, cell lysate, split luciferase complementation, luminescence | Perilipin-5 (Homo sapiens) + 1-acylglycerol-3-phosphate O-acyltransferase ABHD5 (Homo … | Split G. princeps luciferase complementation, 4 h | inhibition, % at 4 µM | 360,000 tested, 0.78% active | AID 602281, 2012;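 active = inhibition above the mean inhibition across every tested compound plus 3 SD, cut at about 22% in these data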;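 note: 0% = DMSO only wells and the 100% control is not disclosed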
# Glyco luc inh – increase of ERlucT glycosylation luciferase signal, primary screen, N-linked glycosylation inhibitor project, D54 ERlucT cells, luminescence, set 2 | D54 ERlucT glycosylation luciferase reporter, 24 h; percent of 100 nM tunicamycin response | reporter increase, % at 12.5 µM | 360,000 tested, 0.23% active;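 active = mean luciferase reporter signal, scaled so untreated is 0 and the glycosylation-blocking control 100, at or above a set limit in every replicate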;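 note: luciferase carries N-glycosylation sites so blocking glycosylation raises the light; 0% = median of neutral control wells and 100% = median of 100 nM tunicamycin wells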
# Cardio protect – cardioprotection against H2O2-induced cell death, primary screen, uHTS, H9c2 cells, ATPLite luminescence. H9c2 cardiomyocytes, H2O2 injury protection, 2 h. 360,000 tested, 0.63% active. protection from H2O2 cell death, % at 20 µM;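 active = compounds giving at least 50% protection of heart cells from peroxide-induced death in the single-dose screen, raw or plate-pattern-corrected value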;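 note: 0% = DMSO wells with peroxide and 100% = DMSO wells without peroxide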
# * marks the source's active call; other numbers are inactive results; / = no result given.
SMILES,HTR2A ag,aDG glyco up,iPSC survival up,MC4R barr agon,Exocytosis inh,MC4R antagonist,ABCB6 inh 2,ABHD5-PLIN5 inh,Glyco luc inh,Cardio protect
CCCNC(=O)C(Cc1ccccc1)NC(=O)c1ccccc1 (stereo not drawn),-1.1,-0.2,0.1,-0.8,5.1,6.4,101.0,-1.3,0.7,5.2
COCC(=O)Nc1cc(C)cn(Cc2ccccc2Cl)c1=O,0.1,0.0,0.4,0.0,-4.6,6.6,93.0,-2.3,2.1,7.5
O=C(CSc1ncnc2sc3c(c12)CCCC3)NC1CCS(=O)(=O)C1 (stereo not drawn),-10.9,0.1,-0.3,-2.4,-7.5,0.6,97.0,-2.5,1.5,-1.6
CCC(=O)NNc1ncnc2ccccc12,9.0,-0.2,1.9,-0.1,0.3,1.3,100.0,1.3,3.5,5.7
O=C(CCC(=O)N(CC(=O)NC1CCCC1)Cc1ccccc1)Nc1nccs1,3.9,-0.1,0.3,-2.9,2.5,24.9,98.0,-0.5,4.1,-2.5
CC(CNC(=O)c1cccs1)c1ccc([N+](=O)[O-])cc1 (stereo not drawn),5.1,-0.2,1.9,-0.1,1.5,1.7,97.0,-2.6,-1.1,-0.6
O=C(CSc1nnc(-c2csc3c2CCCC3)o1)Nc1ccccc1,-4.8,0.1,-4.6,-1.9,-4.0,8.2,97.0,-4.1,-15.4,-18.9
O=C(CN1CCN(c2ccccn2)CC1)Nc1cccc(Br)c1,-2.1,0.0,-0.7,0.0,1.7,9.4,99.0,1.4,0.3,3.5
Cc1ccc(C)c(NC(=O)CN2C(=O)CC(C)S(=O)(=O)c3ccccc32)c1 (stereo not drawn),1.1,0.0,-0.6,-2.4,-0.5,3.1,100.0,2.9,1.2,4.5
CSc1ccc(/C=C/C(=O)c2c(O)cc(C)oc2=O)cc1,-2.8,-0.1,1.7,0.4,-5.7,-0.1,94.0,7.4,-1.0,-18.0
Cc1ccc(S(=O)(=O)NCCCNc2ccc([N+](=O)[O-])cc2)cc1,-2.8,2.2,2.1,-3.5,-4.1,1.9,100.0,-0.1,-4.3,-11.7
COc1ccc(C(NC(=O)C(C)(C)C)NC(=O)C(C)(C)C)cc1,1.4,-0.2,0.0,-0.8,0.3,10.3,100.0,-5.9,2.0,12.1
Brc1c(CSc2nc3ccccc3o2)nc2ncccn12,3.4,-0.2,1.2,-1.7,1.4,1.2,85.0,-1.8,0.1,1.3
Cc1ccc(NC(=O)CCNS(=O)(=O)c2ccc(Br)s2)cc1,-7.9,0.5,-0.2,-0.3,0.3,-3.4,168.0,-4.1,-0.1,-2.1
Cc1cc(Nc2ncc(Cl)cc2Cl)n(-c2ccccn2)n1,5.8,-0.4,2.6,-1.5,1.3,0.3,93.0,4.2,2.3,-0.2
O=C1C(Cl)=C(N2CCOCC2)C(=O)N1c1ccccc1F,3.8,-0.1,0.8,1.5,7.1,12.7,102.0,10.3,0.9,2.1
c1ccc(NCc2nc(-c3ccccc3)no2)cc1,-1.8,-0.3,-1.5,1.6,-0.9,-1.4,150.0,2.8,-3.6,48.0
COc1ccc2nc(Nc3nc(C)c(C(C)=O)s3)sc2c1,-1.5,-0.3,-0.9,-3.2,2.1,5.1,91.0,3.1,4.8,-20.3
COc1ccc2nc(C)cc(SCC(=O)N/N=C/c3ccc(O)c(O)c3)c2c1,-5.7,-0.1,-0.2,-1.9,-0.2,-8.1,99.0,-4.0,-4.6,48.5
O=C(CSc1nc2c(c(C(F)(F)F)n1)CCc1ccccc1-2)NCc1ccc(F)cc1,1.1,-0.1,4.4,0.4,0.5,2.8,103.0,0.8,-0.8,-11.5
Nc1nc(=S)c2[nH]c(=S)[nH]c2[nH]1,-2.5,0.0,0.7,-3.1,6.3,5.0,104.0,-12.9,6.0,-0.2
CN(C)c1ccc(NC(=O)CC(NCc2ccccn2)C(=O)O)cc1 (stereo not drawn),2.1,-0.4,4.8,0.7,4.6,-2.7,105.0,-4.3,3.1,-1.5
O=C1N(C2CCCC2)C[C@@H]2C[C@@H](c3cn[nH]c3-c3ccc(Cl)cc3)N3CCC[C@@]123,-1.0,-0.4,0.0,0.9,0.0,1.3,101.0,-8.8,-1.0,1.2
CN1c2ccccc2C(C)(C)[C@]12C=Cc1cc(O)ccc1O2,-0.4,0.3,0.5,1.7,-5.6,13.0,300.0,-8.6,-1.0,-22.4
COc1ccccc1CNC(=O)COC(=O)COc1ccccc1F,3.5,0.0,-0.4,1.6,-1.9,2.1,74.0*,10.6,0.1,5.2
CCOc1ccc2c(c1)c1nnc(SCC(=O)NC3CC3)nc1n2C,0.7,0.0,-0.7,-1.8,-12.9,11.6,102.0,-8.8,-1.0,3.0
COc1ccc(Br)cc1/C=C/C(=O)Nc1ccc(C)cc1,-4.4,4.1,1.4,-0.5,-1.0,7.3,102.0,-0.4,-0.2,-7.2
CC(CC(=O)Nc1ccc(Cl)c([N+](=O)[O-])c1)c1ccccc1 (stereo not drawn),-0.5,0.2,2.3,2.1,1.3,2.4,91.0,-1.3,-3.4,-14.1
CC(C)Oc1cccc(C(=O)C2CCCN(S(=O)(=O)C(C)C)C2)c1 (stereo not drawn),0.1,0.1,0.5,-3.0,0.7,-4.0,103.0,-1.6,-4.6,-11.4
O=c1[nH][nH]c2c1C(c1ccc(F)cc1)OC(CCc1ccccc1)C2 (stereo not drawn),-3.5,-0.3,0.4,/,12.8,/,101.0,-1.8,/,/
CCC(C(=O)NN1C(=O)c2ccccc2C1=O)c1ccccc1 (stereo not drawn),-1.1,0.0,-0.2,-3.1,-1.0,4.3,92.0,-1.2,0.7,1.0
CC(=O)Oc1c(Cl)c(N2CCOCC2)c(OC(C)=O)c2ccccc12,0.1,0.5,-1.9,0.5,0.3,-2.0,99.0,35.7*,-0.8,-0.7
CCCc1c(C(=O)N/N=C(\C)c2ccc3c(c2)OCO3)nnn1-c1nonc1N,8.5,-0.2,6.6,-1.1,9.1,1.4,105.0,-1.9,0.2,6.4
C[C@H](CO)N1C[C@H](C)[C@@H](CN(C)Cc2ccccc2)Oc2ccc(NC(=O)CCCCCC(=O)Nc3ccccc3N)cc2C1=O,-0.5,-0.1,-0.3,-0.9,3.0,13.6,92.0,6.6,28.9*,2.5
O=c1[nH]c2ccccc2nc1/C=C/c1ccc(Cl)cc1,-4.8,-0.4,-1.9,-2.8,44.0,8.2,108.0,2.0,-3.8,-5.6
COc1ccc2nc(NC(=O)CSc3n[nH]c(N)n3)sc2c1,5.5,0.5,-0.1,-5.0,4.6,11.8,96.0,4.0,3.1,-16.5
NS(=O)(=O)c1ccc(C(=O)Nc2ccc(-c3nc4cccnc4s3)cc2)cc1,3.4,0.0,-0.4,0.6,0.3,6.3,94.0,0.9,-2.0,0.4
O=C(CC1SC(N2CCOCC2)=NC1=O)Nc1cc([N+](=O)[O-])ccc1Cl (stereo not drawn),0.8,0.0,0.3,-2.4,0.8,0.6,91.0,0.8,1.8,7.9
O=C(Cc1c(F)c(F)c(F)c(F)c1F)Nc1nc(-c2ccccc2)cs1,-5.9,0.3,0.5,1.4,13.5,8.4,95.0,-3.8,-12.9,-23.4
CCCCC(=O)Nc1nnc(C2=COCCO2)o1,0.5,2.6,-0.2,-2.7,-2.9,-2.5,95.0,3.8,1.0,0.4

# Results in ABCB6 inh 2, for some of the entries so far:
SMILES | ABCB6 inh 2
CCCc1c(C(=O)N/N=C(\C)c2ccc3c(c2)OCO3)nnn1-c1nonc1N | 105.0
C[C@H](CO)N1C[C@H](C)[C@@H](CN(C)Cc2ccccc2)Oc2ccc(NC(=O)CCCCCC(=O)Nc3ccccc3N)cc2C1=O | 92.0

# Carrying on:
SMILES,HTR2A ag,aDG glyco up,iPSC survival up,MC4R barr agon,Exocytosis inh,MC4R antagonist,ABCB6 inh 2,ABHD5-PLIN5 inh,Glyco luc inh,Cardio protect
CC(=C/c1ccccc1)/C=N/N1CCN(Cc2ccc(C)cc2)CC1,-1.4,-0.1,1.0,0.4,-0.5,-2.5,93.0,2.1,-0.9,-1.1
Cn1ccnc1Sc1ccccc1[N+](=O)[O-],-4.2,-0.5,0.2,-1.0,7.6,14.3,99.0,-1.1,0.2,-3.9
CCC/C(=N\NC(=O)c1csc(C)c1C)c1cccs1,-3.4,0.2,-2.0,-1.1,3.4,2.6,100.0,-6.0,1.0,-20.4
COc1ccc([N+](=O)[O-])cc1NC(=O)c1ccc(Br)s1,-3.6,-0.2,-0.9,-2.8,-0.2,9.8,94.0,-2.6,0.8,-4.8
COc1cc(OC)cc(C(=O)NCC(=O)N2CCCCC2)c1,-1.9,-0.1,0.0,-0.7,2.1,-6.0,90.0,-1.2,2.3,0.8
COC(=O)c1ccc(NC(=O)Nc2ccc3c(c2)OCO3)cc1,-8.0,0.5,-0.1,-2.4,-1.9,5.0,92.0,1.7,-0.1,-4.7
COc1ccc(S(=O)(=O)N2CCN(C/C=C/c3ccccc3)CC2)cc1F,-5.2,-0.1,-0.3,1.3,16.3,9.1,93.0,0.2,-2.1,-9.6
NC(=NC(=O)c1ccccc1)C1=C(O)CCC1=O,-4.5,-0.1,1.3,-1.3,-2.5,9.1,92.0,-2.2,2.1,-0.2
CSc1nc2ccc(NC(=O)c3cc4ccccc4o3)cc2s1,3.3,0.3,-1.8,5.6,4.2,4.9,101.0,-6.0,-6.9,-4.8
CCCCN1C(N)=NC[C@H]1Cc1ccc(O)cc1,-0.8,0.0,-1.3,-1.7,1.9,3.7,91.0,1.9,1.2,8.2
CC(C)(C)OC(=O)N[C@@H](Cc1ccccc1)C(=O)N1CCC(C(=O)O)CC1,-2.7,0.3,0.3,-2.3,1.7,-0.5,125.0,-3.8,1.2,2.3
CCOc1ccccc1OCCn1nc2ccccc2n1,4.8,0.0,-0.8,0.3,-18.2,10.9,97.0,-7.8,2.0,-2.7
O=C(Cc1ccccc1F)Nc1ccc2c(c1)CCC2,-3.4,0.0,-0.6,-1.8,0.9,4.4,104.0,0.0,-3.1,-9.2
CCn1nc(NS(=O)(=O)c2ccc(F)cc2)c2cc3cccc(C)c3nc21,3.9,-0.1,-0.2,-0.8,-2.9,12.6,97.0,-1.0,3.0,-3.6
CCN(CC)C(=O)CSc1nc2[nH]ncc2c(=O)[nH]1,1.9,-0.3,0.9,2.3,-16.8,23.7,100.0,0.3,-0.4,25.7
Oc1ccc(Nc2ncnc3scc(-c4ccccc4)c23)cc1,3.7,0.0,6.1,12.5*,6.4,4.5,87.0,6.6,-5.4,-5.2
